FH mod: Identification of activators of human fumarate hydratase by quantitative high-throughput screening; Fumarate hydratase, mitochondrial (Homo sapiens), P07954; FH coupled MDH/diaphorase resazurin fluorescence, 15 min; Potency, µM (doses to about 79.9 µM), inactives show top-dose activity change, negative = inhibition, hits mostly inhibitors; 0.22% of 54,000 active; also: potency is read from the fitted curve at half-maximal effect; % is scaled to controls: 0 for no effect and ±100 for the full control effect; the screen sought activators but most active calls are inhibition curves; nearly all actives have a fitted effect of over 45% in size
Target sequence (P07954 whole entry, looked up): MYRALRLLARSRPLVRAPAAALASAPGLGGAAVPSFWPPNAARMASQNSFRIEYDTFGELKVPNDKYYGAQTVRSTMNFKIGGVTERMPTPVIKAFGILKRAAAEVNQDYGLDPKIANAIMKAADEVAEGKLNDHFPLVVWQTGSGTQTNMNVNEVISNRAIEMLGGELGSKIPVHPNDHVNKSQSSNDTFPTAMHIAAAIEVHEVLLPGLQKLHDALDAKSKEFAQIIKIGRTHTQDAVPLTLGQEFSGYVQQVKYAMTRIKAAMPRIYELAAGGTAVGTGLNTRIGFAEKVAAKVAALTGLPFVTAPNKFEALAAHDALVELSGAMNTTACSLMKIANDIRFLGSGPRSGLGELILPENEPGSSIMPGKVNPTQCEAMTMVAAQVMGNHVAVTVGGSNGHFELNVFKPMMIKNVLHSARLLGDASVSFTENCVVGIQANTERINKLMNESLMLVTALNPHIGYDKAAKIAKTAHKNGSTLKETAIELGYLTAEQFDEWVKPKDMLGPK
GALK inhibitor: qHTS Assay for Inhibitors of Human Galactokinase (GALK): NCGC Sytravon Library Screen | P51570 | recombinant GALK, Kinase-Glo ATP luminescence, 1 h | Potency, µM (highest dose often 57.5 µM), for inactives: at the highest dose activity, negative = inhibition, actives largely listed as inhibitors | 44,000 tested, under 10 active;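 also: plate controls were full GALK reaction for no effect and reaction lacking GALK for full effect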
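Human GALK (5 nM) was incubated with 35 uM ATP and 100 uM galactose in 20 mM HEPES pH 8.0 with MgCl2, NaCl, DTT and BSA for 1 h at room temperature. Remaining ATP was measured by Kinase-Glo Plus luminescence.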
p53null 39C kill: qHTS Screen for Compounds that Selectively Target Cancer Cells with p53 Mutations: Cytotoxicity of p53 Null Cells at the Nonpermissive Temperature; H1299 p53-null (neo) cells, 39C, ATPlite viability, 24 h; Potency, µM (top dose mostly 46.1 µM), without a hit: at the highest dose activity, negative = cell killing, actives largely listed as cytotoxic; 0.97% of 55,000 active; AID 904, 2007;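 also: potency is read from the fitted curve at half-maximal effect; 0% = DMSO only and -100% = full killing by 100 µM tamoxifen; nearly all actives have a fitted effect of over 50% in size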
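H1299 lung cancer cells, p53-null (H1299-neo) or expressing p53 A138V (H1299-p53A138V), were plated overnight at 37C, then exposed to compounds at up to 46 uM for 24 hr at 39C. Viability was read by ATP-based luminescence.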
PTAP-TSG101 blk: qHTS Validation Assay for Inhibitors of HIV-1 Budding by Blocking the Interaction of PTAP/TSG101: Sytravon Library Screen | Fluorescence polarization, FITC-PTAP peptide/Tsg101, 20 min | Potency, µM (series often up to 115 µM), for the others: at the highest dose activity change, negative = inhibition, usual class: inhibitors | AID 1347069, 2019 | 44,000 tested, under 10 active; also: potency is read from the fitted curve at half-maximal effect; 0% is about no effect
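Steps: Tsg101 binding domain (10 uM final) in HEPES pH 7.5/NaCl/Tween 20/EDTA/TCEP; add compound; add FITC-PTAP peptide (50 nM final); incubate 20 min r.t.; read polarization.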
p53null 32C kill: qHTS Screen for Compounds that Selectively Target Cancer Cells with p53 Mutations: Cytotoxicity of p53 Null Cells at the Permissive Temperature. H1299-neo p53 null cells, ATP luminescence, 24 h, 32C. Potency, µM (doses to about 46.1 µM), for the others: at the top dose activity change, negative = cytotoxicity, hits mostly cytotoxic. 0.62% of 55,000 active;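 also: potency is read from the fitted curve at half-maximal effect; 0% = DMSO only and -100% = full killing by 100 µM tamoxifen; nearly all actives have a fitted effect of over 55% in size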
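Overnight 37C seeding (600 cells/well) of H1299-neo preceded a 24 hr, 32C exposure to compounds up to 46 uM. ATP levels, read by luminescence after 20 min at RT, indicated surviving cells.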
B2AR arrestin ag: qHTS assay of beta-arrestin-biased ligands of beta2-adrenergic receptor: NCGC Sytravon Library Screen | HTLA Tango cells, beta-arrestin recruitment, luciferase luminescence, 18 h | 44,000 tested, under 10 active | Beta-2 adrenergic receptor (Homo sapiens), P07550 | Potency, µM (titrated, usually from 46.1 µM), without a hit: top-dose activation, usual class: activators;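 also: potency is read from the fitted curve at half-maximal effect; 0% = DMSO and full agonism = EC100 isoproterenol or metaproterenol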
Target sequence (P07550 whole entry, looked up): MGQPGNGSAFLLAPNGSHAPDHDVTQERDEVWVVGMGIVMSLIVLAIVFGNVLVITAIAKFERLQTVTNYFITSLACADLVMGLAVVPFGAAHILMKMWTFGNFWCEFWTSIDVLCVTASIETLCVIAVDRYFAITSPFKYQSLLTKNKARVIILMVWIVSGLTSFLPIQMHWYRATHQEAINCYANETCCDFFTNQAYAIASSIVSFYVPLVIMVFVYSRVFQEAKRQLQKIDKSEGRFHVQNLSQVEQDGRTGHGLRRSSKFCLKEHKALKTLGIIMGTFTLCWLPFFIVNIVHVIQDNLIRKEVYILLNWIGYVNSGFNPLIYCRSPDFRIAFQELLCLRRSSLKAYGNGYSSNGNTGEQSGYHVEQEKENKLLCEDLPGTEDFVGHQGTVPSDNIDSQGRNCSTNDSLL
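Receptor–beta-arrestin recruitment read by tTA-responsive luciferase: compound titrations (up to 46 µM) incubated 18 h with Tango cells, then luminescent substrate 15 min at room temperature. Concentration-response fits classified by r2, efficacy and activity.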
NTMT1 inh: Primary qHTS for Inhibitors of N-terminal methyltransferase 1 (NTMT1): MTaseGlo Assay; N-terminal Xaa-Pro-Lys N-methyltransferase 1 (Homo sapiens), Q9BV86; NTMT1 MTase-Glo SAH luminescence, purified enzyme; Potency, µM (top dose mostly 114 µM), for inactives: at the highest dose activity change, negative = inhibition, actives largely listed as inhibitors; 2.5% of 59,000 active;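 also: potency is read from the fitted curve at half-maximal effect; plate controls were DMSO vehicle for no effect and no enzyme for full effect; nearly all actives have a fitted effect of over 65% in size; many of its hits are not listed in these tables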
The depositor's hits bear a star; ? = inconclusive; . = not tested or not shown; & = joins results of further samples; [ ] = another dose, or the depositor's remark. Calls follow the shape of the dose curve; as a rule, active = well fitted curve in the direction sought with a large enough effect; inconclusive = small, poorly fitted or top-dose-only effect, or another doubt; inactive = no such curve, though single readings can be large; an effect the other way counts as inactive or inconclusive. These rows are one share of the data; rates above refer to the full screens.

mol | FH mod | GALK inhibitor | p53null 39C kill | PTAP-TSG101 blk | p53null 32C kill | B2AR arrestin ag | NTMT1 inh
CCc1cccc(CC)c1NC(=O)CN(C)S(=O)(=O)c1ccc2c(c1)n(C)c(=O)c(=O)n2C | 5% | 7% | -27% | -1% | ? | 1% | 5%
CCN(CC)CCCNC(=O)c1c(C)oc2ncnc(N3CCOCC3)c12 | 7% | 0% | -19% | -6% | -6% | -1% | -1%
CCOc1ccc(CCNC(=O)CSc2cc(=O)n(C)c3ccc(Cl)cc23)cc1OCC | -6% | 0% | 2% | 2% | 7%&-14% | 0% | 4%
CCCCC(CC)Cn1c(Oc2ccccc2)nc2c1c(=O)n(C)c(=O)n2C (configuration not stated) | -16% | 0% | -15% | -7% | 35%[activator] | 1% | -3%
COc1ccc(-c2nsc(NC(=O)COc3ccccc3OC)n2)cc1 | -9% | -1% | -28% | -3% | -2% | -2% | 13%
Cc1cccc(N2CCN(C(=O)NCc3noc4ccccc34)CC2)c1C | -10% | 0% | -5% | -12% | 2% | -1% | -14%
COc1ccccc1-c1cc(C(F)(F)F)nc(S(=O)(=O)CCCC(=O)Nc2cc(Br)ccc2O)n1 | -4% | 0% | ? | 1% | ? | 1% | 7%
COc1ccc(CNC(=O)CN(C)S(=O)(=O)c2ccc3[nH]c4c(c3c2)CCCC4)cc1 | ? | 3% | -19% | -3% | -5% | 1% | -17%
Clc1ccc2nc(Nc3ccccc3Cl)nc(-c3ccccc3)c2c1 | -6% | 0% | 15% | 1% | 6% | 0% | 3%
Cc1nc2c(-c3ccccc3)c(C)nn2c(C)c1CCC(=O)NCc1cccc(Cl)c1 | -4% | -2% | -26% | -3% | -4% | 1% | -8%
O=C(CN1CCCN(Cc2ccc(F)cc2)S1(=O)=O)Nc1ccc2c(c1)OCCO2 | ? | 3% | -2% | 3% | 2% | 0% | 8%
CCOC(=O)CC(=O)CSc1nc2ccsc2c(=O)n1Cc1ccccc1 | -4% | 0% | 17% | -2% | 40%[activator] | -1% | 4%
Cc1ccc(NS(=O)(=O)c2ccc3[nH]c4c(c3c2)CCCC4)cc1N(C)C | ? | 2% | -16% | -11% | 17% | 0% | 1%
Cc1ccc2scc(N3CCN(c4ccccc4)CC3)c(=O)c2c1 | -26% | -4% | -9% | 0% | 13% | -1% | ?
NC(=O)c1c(NC(=O)CS(=O)(=O)c2ccc(Cl)cc2)sc2c1CCCC2 | -23% | -1% | 14% | 1% | -1% | 0% | 7%
Cc1nc2scc(C)n2c(=O)c1S(=O)(=O)Nc1ccc(N2CCN(S(C)(=O)=O)CC2)cc1 | . | 0% | -23% | -1% | -15% | 1% | .
O=C(NC1CCCCC1)c1ccc(CSc2nc3cccnc3n2Cc2ccccc2F)cc1 | ? | 1% | -18% | 1% | 23% | 0% | -9%
COc1ccc(C)cc1Nc1nc(N)c2cc(OC)c(OC)cc2n1 | ? | 3% | 10µM* | 1% | ? | 0% | ?
O=C(COc1ccc(F)cc1)Nc1ccc(C(=O)OCc2cc(=O)n3nc(C4CC4)sc3n2)cc1 | 5% | -3% | 0% | -1% | -5% | 1% | 15%
COc1ccc(-c2cc3nc(C4CCN(C(=O)OC(C)(C)C)CC4)c(C(=O)Nc4cc(Cl)cc(Cl)c4)cn3n2)cc1 | 4% | -3% | 0% | -5% | -3% | 1% | 3%
Cc1c(C(=O)N2CCCCCC2)c(S(=O)(=O)NCc2ccc(Br)cc2)c(C)n1C | 1% | 0% | -5% | -2% | -8% | 0% | -1%
Cc1ccccc1C(=O)NCc1ccc2c(c1)CCN2C(=O)c1ccc(F)cc1 | -3% | 1% | 13% | -1% | 2% | -1% | 10%
CCNC(=O)CC1C(=O)N(c2ccc(C)cc2)C(=O)N1CCOC (configuration not stated) | 13% | 0% | 1% | 3% | ? | 1% | 7%
Cc1nn(C(C)(C)C)c(OC(=O)C(C)(C)C)c1Sc1ccccc1 | -12% | 0% | -3% | -9% | 7% | -1% | 0%
CCN(CC)C(=O)Cn1c(=O)n(Cc2ccc(C(=O)NCc3ccccc3Cl)cc2)c(=O)c2ccccc21 | -4% | 2% | -21% | -11% | 3% | 7% | 11%
CC(C)c1cnc2c(c1SCC(=O)Nc1ccccc1C(F)(F)F)c(=O)n(C)c(=O)n2C | 2% | 1% | -16% | -3% | 13% | 0% | -4%
Oc1c(C(c2ccc(Cl)cc2Cl)N2CCN(c3ccccc3)CC2)sc2nc(-c3ccco3)nn12 (configuration not stated) | ? | 0% | -10% | -5% | 17% | -3% | 5%
COc1ccc(-c2cc(NCc3ccc(F)cc3)n3cnnc3n2)cc1 | -7% | -13% | ? | -8% | 1% | -1% | 2%
COc1ccc(NC(=O)CCn2nc(-c3ccc(Cl)cc3)c3ccccc3c2=O)cc1 | . | 3% | -16% | -6% | 8% | 1% | .
Cc1nnc2c(N3CCN(c4ccccc4F)CC3)nc3ccccc3n12 | -1% | -3% | -2% | 3% | -3% | 2% | -12%

Two consecutive compounds from above, quoted:
mol | FH mod | GALK inhibitor | p53null 39C kill | PTAP-TSG101 blk | p53null 32C kill | B2AR arrestin ag | NTMT1 inh
Cc1nc2scc(C)n2c(=O)c1S(=O)(=O)Nc1ccc(N2CCN(S(C)(=O)=O)CC2)cc1 | . | 0% | -23% | -1% | -15% | 1% | .
O=C(NC1CCCCC1)c1ccc(CSc2nc3cccnc3n2Cc2ccccc2F)cc1 | ? | 1% | -18% | 1% | 23% | 0% | -9%

Continuation:
mol | FH mod | GALK inhibitor | p53null 39C kill | PTAP-TSG101 blk | p53null 32C kill | B2AR arrestin ag | NTMT1 inh
COc1ccc(-c2cn3cccnc3n2)cc1NC(=O)Cc1ccccc1 | -26% | 4% | 7% | -6% | -16% | 0% | -8%
CCn1cc(C(=O)NCCc2ccc(OC)c(OC)c2)c(=O)c2cc(S(=O)(=O)N3CCCCCC3)ccc21 | ? | 9% | -10% | 1% | 16% | -2% | 1%
Cc1ccc(CNC(=O)CCCn2c(=O)c3ccccc3n(CC(=O)Nc3ccc(C)cc3)c2=O)cc1 | 12% | 3% | -18% | 0% | -5% | 0% | -6%
COC(=O)c1cc(NC(=O)c2ccc3c(c2)N(Cc2cccc(Cl)c2)C(=O)c2ccccc2S3=O)cc(C(=O)OC)c1 (configuration not stated) | -8% | 0% | 10% | -5% | 9% | -1% | 3%
O=C(c1ccc(F)cc1)N1CCC(c2nc3ccccc3s2)CC1 | -6% | -5% | -1% | -2% | -8% | -3% | -3%
CC(C)(C)OC(=O)N1CCC(c2c(C(=O)NCCN3CCC(Cc4ccccc4)CC3)cnn2-c2cccc(Cl)c2)CC1 | ? | 3% | -122% | 1% | 4% | -1% | -19%
CCc1nn(CC(=O)N2CCC(C)CC2)c(=O)c2cc3occc3n12 | -17% | 4% | -9% | -1% | 5% | -2% | -6%
COc1ccccc1-n1nc(-c2ccccc2)c2cnc3cc(C(F)(F)F)ccc3c21 | 0% | 0% | -9% | -5% | -1% | 1% | ?
COc1ccc(NC(=O)C2CCCN(S(=O)(=O)c3ccc4c(c3)CCCC(=O)N4)C2)c(OC)c1 (configuration not stated) | -7% | -2% | -8% | -7% | 4% | 2% | 22%
CCOC(=O)c1ccc(Nc2c(-c3ccc(O)c(OC)c3)nc3nc[nH]n23)cc1 | 2% | 2% | 12% | -1% | 4% | 0% | ?
COc1ccc(NC(=O)Cn2c(=O)n(Cc3ccccc3Cl)c(=O)c3cc(OC)c(OC)cc32)cc1 | 0% | -6% | -10% | -2% | -3% | 0% | -5%
Cc1cccn2c(=O)c(/C=C(\C#N)c3nc4ccccc4[nH]3)c(Oc3ccc(C(C)(C)C)cc3)nc12 | ? | 2% | ? | -1% | 1% | 0% | -1%
CCCC(=O)Nc1cccc(-c2nc3ncccc3o2)c1 | . | 1% | 18% | 1% | 3% | 0% | .
CC(C)c1ccc(NC(=O)C(Cc2ccccc2)NS(=O)(=O)c2ccc3c(c2)oc(=O)n3C)cc1 (configuration not stated) | 4% | -1% | -28% | 0% | -5% | 1% | 6%
O=C(CSc1nc2c([nH]c3ccccc32)c(=O)n1-c1ccccc1)Nc1cccc(C(F)(F)F)c1 | 3% | 1% | 6% | 3% | -9% | 0% | 7%
CC(=O)c1ccc(NC(=O)c2nc(-c3ccc(Cl)cc3)n3c2CCCCC3)cc1 | 7% | 0% | -13% | -6% | -5% | -1% | 13%
COc1cccc(-n2c(C)nc3cc(C(=O)O)ccc32)c1 | -3% | -2% | -7% | -5% | 1% | 0% | 10%
CCN(CC)CCNC(=O)c1cc2c(=O)oc3ccc(C)cc3c2s1 | -10% | 9% | 8% | -2% | -6% | 1% | ?
CCn1c(COc2cccc(C)c2)nc2ccccc21 | 4% | 2% | 14%&0% | -1% | -22%&-7% | 2% | 7%
COCCn1c(C)cc(O)c(C(c2ccccc2Cl)N2CCN(c3ccccc3)CC2)c1=O (configuration not stated) | 3% | 1% | 0% | -3% | 2% | 0% | ?
Cc1ccccc1NC(=O)C1CCC(CNS(=O)(=O)c2ccc3c(c2)C(C)(C)C(=O)N3C)CC1 (configuration not stated) | -13% | 4% | -7% | -11% | -1% | 1% | -5%
CCOC(=O)Cn1cnc2c(cnn2-c2ccc(C)c(C)c2)c1=O | 2% | -1% | -14% | 1% | -11% | -3% | 0%
Cc1cc(C)cc(NC(=O)c2c(C)oc3nc(C)nc(N4CCCC4)c23)c1 | -3% | -2% | ? | 4% | -6% | 0% | 16%
CCOC(=O)c1c(C)n(S(=O)(=O)c2ccc(C)cc2)c2ccc(NS(=O)(=O)c3ccc(C)cc3)cc12 | . | 1% | 19% | 2% | 12% | -2% | .
Cc1ccc(CCNC(=O)c2oc(=O)c3ccccc3c2-c2ccc(C)cc2)cc1 | -18% | 9% | 18% | -2% | 49%[activator] | -2% | 9%
Cc1cccc(Cn2c(=O)n(CC3CCC(C(=O)NC(C)C)CC3)c(=O)c3sccc32)c1 (configuration not stated) | 1% | -1% | -24% | -4% | -5% | -1% | -3%
Fc1ccc(-c2nc(-c3cccs3)c(-c3cccs3)[nH]2)cc1 | 3% | -1% | -24% | -5% | -5% | 0% | 7%
COC(=O)c1ccc(Cn2c(SCc3ccccc3)nc3ccncc32)cc1 | -7% | -1% | -29% | -1% | ? | 0% | -10%
Cc1ccccc1OCC(=O)N(Cc1ccc(C(C)C)cc1)C1CCS(=O)(=O)C1 (configuration not stated) | -8% | 0% | 9% | -2% | 8% | 0% | 3%
CCN(CC)c1ccc(NS(=O)(=O)c2cc3[nH]c(=O)c(=O)[nH]c3cc2C)c(C)c1 | ? | 3% | -5% | -9% | 9% | -1% | ?

Screening data from PubChem BioAssay.
